# Screens deposited in PubChem by several laboratories.
# KCNQ1 block: inhibitors of human KCNQ1 channel, primary screen, cell-based, thallium flux, high-throughput; actives 1.3% (n = 310,000); Potassium voltage-gated channel subfamily KQT member 1 (Homo sapiens), P51787; AID 2642, 2010; B-score at 10 µM; CHO-K1 KCNQ1, FluxOR thallium flux fluorescence; stronger effect = higher value;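 active = compounds whose thallium flux B-score, printed positive for inhibition, exceeds three library SD while starting fluorescence stays within three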;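 note: channel opened by potassium depolarization with thallium stimulus after 20 min compound exposure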
# hERG rescue: hERG rescue from dofetilide block, primary screen, cell-based, CHO-hERG, FluxOR thallium flux, dofetilide IC70; Voltage-gated inwardly rectifying potassium channel KCNH2 (Homo sapiens), Q12809; actives 0.51% (n = 310,000); dofetilide IC70 present; activation (rescue from dofetilide block), less the hit threshold, % at 10 µM;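 active = activation above the mean of controls blocked by dofetilide plus 5 SD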;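 note: thallium influx through hERG after potassium depolarization seen as dye fluorescence rise; in these data hits start at about 4.7%; inactives centre near -7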
# KCNK9 block: KCNK9 potassium channel inhibitors, primary screen, HEK293 cells, thallium flux. Potassium channel subfamily K member 9 (Homo sapiens), Q9NPC2. FluxOR thallium flux fluorescence; stronger effect = lower value. B-score at 10 µM. actives 1.2% (n = 310,000). AID 488922, 2010;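 active = ratio B-score over 3 SD below the library mean, with starting fluorescence within 5 SD of its mean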;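 note: negative B-score means less thallium flux so channel inhibition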
# Target sequence (Q9NPC2 whole entry, looked up): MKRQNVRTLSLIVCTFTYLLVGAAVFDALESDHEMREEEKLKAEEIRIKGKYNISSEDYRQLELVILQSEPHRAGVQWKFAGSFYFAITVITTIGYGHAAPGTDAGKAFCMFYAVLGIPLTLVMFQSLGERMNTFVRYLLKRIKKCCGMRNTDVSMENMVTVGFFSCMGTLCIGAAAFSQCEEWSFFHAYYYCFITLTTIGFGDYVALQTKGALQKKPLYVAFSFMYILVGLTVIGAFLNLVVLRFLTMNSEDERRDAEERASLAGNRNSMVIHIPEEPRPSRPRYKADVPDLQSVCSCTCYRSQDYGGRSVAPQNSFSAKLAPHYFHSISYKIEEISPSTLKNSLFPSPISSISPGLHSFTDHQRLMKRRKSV
# GSK3A inh: blockers of GSK3A enzyme activity – biochemical, luminescence, cell-free homogeneous, HTS, primary screen; Glycogen synthase kinase-3 alpha (Homo sapiens), P49840; GSK-3 alpha kinase, ADP-Glo luminescence, 60 min; inhibition, % at 10 µM; actives 0.1% (n = 320,000);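 in the data active = inhibition above about 50%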;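 note: GST-tagged GSK-3 alpha with peptide substrate and 25 µM ATP; 0% = DMSO neutral wells and 100% = GW8510 positive control wells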
# PolyA inh: polyadenylation inhibitors in yeast reporter cells, primary screen, luminescence, S. cerevisiae; S. cerevisiae SKY197-pL101 polyadenylation reporter, beta-gal luminescence; efflux-impaired pdr1/pdr3 knockout yeast; score 100 = 6 SD above DMSO; calls only at 12 µM; actives 0.02% (n = 300,000); AID 1875, 2009;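 active = lowest replicate activity score at least 50, where 100 means six control SD above control mean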;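 note: yeast exposed to compound for 9 h at 30 °C; higher score means more reporter readthrough which indicates perturbed polyadenylation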
# DYRK1A inh: rat Dyrk1A kinase inhibitors, primary screen, biochemical, single point, plate reader; Dual specificity tyrosine-phosphorylation-regulated kinase 1A (Rattus norvegicus), Q63470; ADP-Glo luminescence, NFATc1 peptide; inhibition, % at 12.5 µM; actives 0.43% (n = 310,000); AID 504441, 2011; in the data active = inhibition above about 50%;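 note: plate controls were vehicle with enzyme for no effect and no enzyme for full effect; many of its hits are not listed in these tables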
# GSK3beta inhib: human GSK3beta kinase inhibitors, primary screen, biochemical, cell-free homogeneous, HTS; Glycogen synthase kinase-3 beta (Homo sapiens), P49841; GST-GSK3beta kinase, ADP-Glo luminescence, 60 min; stronger effect = lower value; activity score (negative = inhibition), % at 10 µM; actives 0.038% (n = 300,000); AID 2097, 2009;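 active = more than half of replicate wells score below -50%, meaning over 50% inhibition versus plate controls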;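 note: 0% = median DMSO wells and -100% = median GW8510 positive control wells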
#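 Assay system: GST-tagged human GSK3beta kinase, cell-free; Input: 1.6 ng GSK3beta; Medium: Tris/MgCl2 kinase buffer; Timing: 60 min enzyme reaction, room temperature; Signal: ADP-Glo luminescence quantifying ADP generated by kinase; Evaluation: score relative to plate controls; Benchmarks: DMSO neutral wells and GW8510 at 20 µM as positive.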
# KCNQ1 pot: potentiators or activators of KCNQ1 channel, primary screen, cell-based, thallium flux, high-throughput | CHO-K1 KCNQ1, thallium flux FluxOR fluorescence; stronger effect = higher value | B-score at 10 µM | actives 0.35% (n = 310,000) | AID 2648, 2010;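 active = fluorescence ratio B-score, a plate-corrected score, at least three library SD, with initial intensity B-score within 5 SD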
#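 assay system = KCNQ1-transfected CHO-K1 cells | medium = assay buffer with matched DMSO | probe or stimulus = depolarizing K+/Tl+ stimulus, K2SO4 and Tl2SO4 each 12.5 mM in 5x stock | dosing = single dose | incubation = dye 90 min, compound 20 min, room temperature | detection = kinetic FluxOR fluorescence, 10 s baseline plus 110 s post-stimulus | evaluation = ratio B score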
# KCNK3 block: human KCNK3 channel inhibitors, primary screen, CHO cells, FluxOR thallium flux, B-score. FluxOR fluorescence; stronger effect = lower value. actives 0.84% (n = 340,000). B-score at 10 µM. Potassium channel subfamily K member 3 (Homo sapiens), O14649;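 active = B-score under library mean minus 4 SD, starting fluorescence ratio at most library mean plus 5 SD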;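 note: more negative B-score means stronger inhibition of thallium flux through KCNK3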
# RGS4 pot: RGS4 potentiators or activators, primary screen, cell-based, HEK293 M3R inducible RGS4, calcium flux; actives 0.92% (n = 310,000); carbachol calcium flux Fluo4; stronger effect = lower value; B-score at 10 µM; AID 463111, 2010;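 active = B-score of the integrated calcium signal more than 4 SD below the library mean, with starting fluorescence not abnormally high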;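 note: negative B-score means reduced calcium response which marks RGS4 activation or potentiation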
#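 Material: Inducible-RGS4 HEK293 cells carrying M3 receptor; also added: carbachol at ECmax as muscarinic agonist stimulus; incubation: compound preincubation 20 min at room temperature before agonist; signal: Fluo4-AM (2 µM) calcium-flux fluorescence, kinetic read; measure: integrated calcium ratio converted to B score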
# HDAC3 inh: HDAC3 deacetylase inhibitors, primary screen, biochemical, fluorescence, cell-free homogeneous; actives 0.15% (n = 320,000); AID 2718, 2010; inhibition, % at 8.3 µM; Histone deacetylase 3 (Homo sapiens), O15379; recombinant HDAC3, fluorogenic peptide/trypsin coupled; in the data active = inhibition above about 26%, passing the limit was not always enough
# Target sequence (O15379 whole entry, looked up): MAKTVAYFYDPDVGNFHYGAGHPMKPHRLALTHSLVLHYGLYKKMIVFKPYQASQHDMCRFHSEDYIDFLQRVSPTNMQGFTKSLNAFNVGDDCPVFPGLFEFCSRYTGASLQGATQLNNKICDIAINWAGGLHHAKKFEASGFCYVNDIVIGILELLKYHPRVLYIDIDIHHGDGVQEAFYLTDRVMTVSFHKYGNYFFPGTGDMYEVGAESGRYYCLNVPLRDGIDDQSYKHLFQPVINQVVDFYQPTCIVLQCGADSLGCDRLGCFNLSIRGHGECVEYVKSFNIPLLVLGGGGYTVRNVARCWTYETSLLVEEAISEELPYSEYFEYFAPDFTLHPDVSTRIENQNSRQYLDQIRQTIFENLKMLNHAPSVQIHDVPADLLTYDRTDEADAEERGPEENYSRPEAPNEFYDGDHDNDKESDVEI
# Active calls of the source: *; i = inactive; . = not tested or not shown. Not all compounds are listed; count on the stated rates, not on these rows.
SMILES	KCNQ1 block	hERG rescue	KCNK9 block	GSK3A inh	PolyA inh	DYRK1A inh	GSK3beta inhib	KCNQ1 pot	KCNK3 block	RGS4 pot	HDAC3 inh
C[C@H]1CC[C@@H]2N(C1)C[C@H]1[C@@H]3C[C@H]4[C@@H](CC(=O)[C@H]5C[C@@H](O)CC[C@@]54C)[C@@H]3CC[C@H]1[C@]2(C)O	i	-7	i	-1	i	-3	0	i	i	i	-1
O=C1NC(=S)N(c2ccc(F)cc2)C(=O)/C1=C/c1ccccc1O	i	-8	i	-2	i	-3	1	i	i	i	1
CC(Cc1ccccc1)NC=O (centres undefined)	i	-4	i	-2	i	6	2	i	i	i	2
C[N+](C)(C)CC#CCOC(=O)Nc1cccc(Cl)c1	i	-4	i	-4	i	10	0	i	i	i	-8
Clc1ccc(OCC#CCN2CCOCC2)cc1	i	-5	i	1	i	-4	0	i	i	i	-7
NCC(CC(=O)O)c1ccc(Cl)cc1 (centres undefined)	i	-2	i	3	i	-8	1	i	i	i	-11
CC12CCCCC1=NC(c1ccc(Br)cc1)N2O (centres undefined)	i	-7	i	2	i	-9	3	i	i	i	-2
COc1ccccc1N1CCN(Cc2ccccc2F)CC1	i	-12	i	-2	i	1	2	i	i	i	0
Fc1cccc(F)c1CN1CCN(c2ccc(Cl)cc2)CC1	i	-4	i	4	i	0	-2	i	i	i	-1
Fc1ccccc1CCNCc1ccccc1	i	-4	i	2	i	-6	1	i	i	i	2
Cc1nc2ccccc2c(=O)n1-c1ccc(F)cc1	i	-5	i	7	i	-8	1	i	i	i	8
S=C1CN=C(c2ccccc2)c2cc(Cl)ccc2N1	i	-3	i	2	i	-11	2	i	i	i	1
Clc1ccc(CNCCc2ccc3c(c2)OCO3)cc1	i	-10	i	1	i	-2	3	i	i	i	3
Cc1cccc(N2C(=O)NC(=O)/C(=C/c3cc4c(cc3[N+](=O)[O-])OCO4)C2=O)c1	i	-11	i	-1	i	.	2	i	i	i	4
NC(=O)c1ccc(N=Cc2c(O)n(Cc3ccco3)c(=O)[nH]c2=O)cc1	i	-3	i	3	i	.	-1	i	i	i	8
CC(Cc1ccccc1)NC(=O)CN1CCCC1=O (centres undefined)	i	-4	i	.	i	6	-2	i	i	i	-1
COc1ccc(CC(C)NCCc2ccc(OC)c(OC)c2)cc1 (centres undefined)	i	-2	i	-1	i	-2	0	i	i	i	-3
O=c1[nH]c(=S)[nH]c(O)c1/C=C1/C=c2ccccc2=N1	i	45*	i	0	i	-3	4	i	i	i	11
CC(C)CCn1c(N)c(C(=O)NCc2cccs2)c2nc3ccccc3nc21	i	-10	i	2	i	-4	-1	i	i	i	-11
CCOC(=O)c1c(C)n(CCN2CCN(C)CC2)c2ccc(OC)cc12	i	-11	i	2	i	3	1	i	i	i	8
CCOC(=O)C1=C(N)Oc2cc(C)oc(=O)c2C12C(=O)N1c3c(cccc32)C(C)=CC1(C)C (centres undefined)	i	-9	i	2	i	3	3	i	i	i	12
C/C(=N\Nc1ccccc1)c1c(O)n(Cc2ccccc2)c(=O)[nH]c1=O	i	-7	i	-4	i	-5	1	i	i	i	-14
OC(CNC1CCCCC1)C(F)(F)F (centres undefined)	i	-6	i	-3	i	0	-1	i	i	i	1
O=C(CN1CCCC1=O)Nc1ccccc1	i	-2	i	-3	i	-6	0	i	i	i	3
O=C(NCC(c1cccnc1)N1CCN(c2ccccc2)CC1)Oc1ccccc1 (centres undefined)	i	-10	i	-3	i	-6	-5	i	i	i	-3
COc1cc(CC(C)N)c(OC)cc1I (centres undefined)	i	-6	i	0	i	-2	2	i	i	i	-3
CN1C(=O)C(=CN2CCN(C(=O)c3ccco3)CC2)C(=O)N(C)C1=S	i	-9	i	0	i	11	-3	i	i	i	9
O=c1[nH]c(=O)n(-c2ccc(Br)cc2)c(O)c1C=NC(CO)(CO)CO	i	-5	i	-1	i	.	0	i	i	i	6
CC(NCc1cccc(Cl)c1Cl)C(O)c1ccccc1 (centres undefined)	i	-5	i	-2	i	7	-1	i	i	i	7
O=C(c1cc(S(=O)(=O)N2CCC3(CC2)OCCO3)ccc1F)N1CCC2(CC1)OCCO2	i	-13	i	1	i	6	-1	i	i	i	0
CCC(=Nc1ccc2c(c1)CCC2)c1c(O)n(-c2ccc(OC)cc2)c(=O)[nH]c1=O	i	-5	i	-1	i	0	-1	i	i	i	-3
CC(=O)Nc1ccccc1C(=O)OCc1cccc(F)c1	i	-8	i	0	i	.	0	i	i	i	10
Cc1cc(/C=C2\C(=O)NC(=O)N(Cc3ccco3)C2=O)c(C)n1-c1ccc(C(=O)O)cc1	i	-9	i	1	i	3	11	i	i	i	.
O=C1C2CCCN2C(c2ccncc2)N1c1ccc(Cl)c(Cl)c1 (centres undefined)	i	-11	i	-1	i	-2	-1	i	i	i	8
O=C(c1ccc(Cl)cc1)C1CCCN(Cc2ccc3nonc3c2)C1 (centres undefined)	i	-13	-8.1*	-2	i	-5	2	i	-9.2*	i	-8
CCOC(=O)C1=C(C)OC(N)=C(C(=O)OCC)[C@@]12C(=O)N(CC(N)=O)c1ccccc12	i	-8	i	-1	i	-1	1	i	i	i	0
O=C(c1ccccc1F)c1cn(Cc2ccc(F)cc2)c2ccccc12	i	-6	-8.7*	-9	i	-2	-1	i	i	i	9
CN1CC(C(=O)c2cccc(C(F)(F)F)c2)C(c2ccc(Cl)cc2)C1 (centres undefined)	i	-12	i	0	i	4	-4	i	i	i	10
CCC(CC)NC1CCCCC1OC (centres undefined)	i	-8	i	-4	i	-2	5	i	i	i	5
COc1ccc(-c2nn(CCC#N)cc2C(=O)Nc2cccc([N+](=O)[O-])c2)cc1OC	i	-10	i	1	i	2	2	i	i	i	4
O=C(C[N+]12CCC(CC1)C(O)C2)c1ccc(Br)cc1 (centres undefined)	i	-5	i	0	i	2	0	i	i	i	-5
Cc1cc(OC(=O)N(C)C)nc(-c2ccc(C)c(Cl)c2)n1	i	-8	i	7	i	4	2	i	i	i	2
COc1ccc(Cn2c(O)c(C=Nc3c(C)n(C)n(-c4ccccc4)c3=O)c(=O)[nH]c2=O)cc1	i	-11	i	-4	i	-2	1	i	i	i	1
OC(CNCCc1c[nH]c2ccccc12)c1ccccc1 (centres undefined)	i	-9	i	-1	i	-2	.	i	i	i	-6
O=Cc1cn(Cc2ccc([N+](=O)[O-])cc2)c2ccccc12	i	-10	i	1	i	-2	2	i	i	i	5
CN1CCc2c(C#N)c(Cl)nc(Cl)c2C1	i	-12	i	-3	i	1	1	i	i	i	1
C=CCN1C(=O)/C(=C/c2ccc(Br)s2)C(=O)NC1=S	i	-3	i	4	i	.	-2	i	i	i	3
CN1CCN(c2cc([N+](=O)[O-])ccc2Cl)CC1	i	-7	i	-2	i	4	1	i	i	i	-6
COc1ccc(CCn2c(O)c(C=NCCCO)c(=O)[nH]c2=O)cc1OC	i	-9	i	4	i	3	-4	i	i	i	1
CC(=O)N1CN(C(C)=O)CN(C(C)=O)C1	i	-11	i	.	i	13	1	i	i	i	-3
COc1cc(CN2CCN(C(=O)COc3ccccc3)CC2)cc(OC)c1OC	i	-4	i	-2	i	5	-4	i	i	i	-4
CCCC1=C(C(=O)OCC)C2(C(=O)Nc3ccccc32)C(C#N)=C(N)O1 (centres undefined)	i	-23	i	0	i	-1	4	i	i	i	3
Oc1cccc2nc3ccccc3nc12	i	-1	i	0	i	11	2	i	i	i	1
CCCNC(=O)c1c(N)n(CC2CCCO2)c2nc3ccccc3nc12 (centres undefined)	i	-9	i	8	i	14	-6	i	i	i	-15
O=c1[nH]c2c(c(=O)n1C1CCCCC1)CCC2	i	-8	i	-1	i	7	-2	i	i	i	-6
OC1/C(=C/c2ccccc2F)N2CCC1CC2 (centres undefined)	i	-9	i	0	i	-4	-1	i	i	i	-2
N#CC1=C(N)Oc2c(c(=O)sc3ccccc23)C1c1ccncc1 (centres undefined)	i	-10	i	4	i	.	0	i	i	i	-3
CCOc1cc2[nH]c(=S)n(CCCC(=O)N3CCC4(CC3)OCCO4)c(=O)c2cc1OCC	i	-12	i	-2	i	-5	3	i	i	i	17
CCOC(=O)COc1ccc(/C=C2\C(=O)NC(=S)N(c3ccc(OC)cc3)C2=O)cc1OC	i	-1	i	-3	i	-2	2	i	i	i	9
CCOc1ccc(CN(CCCl)CCCl)cc1C(=O)OC	i	-10	i	-1	i	-5	-3	i	i	i	-9
COc1ccc(C2(C#N)CC[N+](C)(C)CC2)cc1	i	-3	i	4	i	7	2	i	i	i	3
CC(C)c1ccc(N2C(=O)NC(=O)/C(=C/c3cnc(-c4ccccc4)nc3)C2=O)cc1	i	-9	i	-8	i	-6	3	i	i	i	2
O=C(CN1CC(c2ccccc2)CC1=O)Nc1ccccc1 (centres undefined)	i	-7	i	-2	i	-4	-20	i	i	i	0
